S100A4 inh HTS: inhibitors of S100A4-myosin IIA peptide binding, primary screen, biochemical, fluorescence polarization, TAMRA-MyoIIA peptide. Protein S100-A4 (Homo sapiens), P26447. inhibition, % at 10.7 µM. 360,000 tested, 0.14% active;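 active means mean inhibition of at least 70% across replicates, with every replicate also reaching that level; inconclusive means mean inhibition reaches 70% but some replicates fall short; inactive means mean inhibition below 70%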
Target sequence (P26447 whole entry, looked up): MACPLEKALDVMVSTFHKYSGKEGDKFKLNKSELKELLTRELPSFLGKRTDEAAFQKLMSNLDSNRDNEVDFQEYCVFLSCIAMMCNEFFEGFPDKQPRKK
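Material: S100A4 monomer protein | Medium: HEPES pH 7.2 with CaCl2, KCl, NaCl, DTT, Triton | Reagent: Labelled myosin peptide probe, 5 nM | Doses: One dose per compound | Times: 5 min incubation before reading | Benchmarks: Neutral control DMSO, positive control TFP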
DENV2 CPE rescue: inhibitors of DENV2 cytopathic effect, primary screen, cell-based, plate reader, single concentration | 350,000 tested, 1.7% active | CPE inhibition, % at 9.99 µM | AID 651640, 2012 | DENV2-infected cells, cytopathic effect rescue; in the data active means CPE inhibition above about 20%, passing the limit was not always enough; inconclusive means no clear call, values can overlap the other calls; tested in BHK-21 cells;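 further: 0% = median of neutral control wells and 100% = median of positive control wells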
PglD DTNB: C. jejuni PglD acetyltransferase inhibitors, primary screen, biochemical, DTNB colorimetric, single point; inhibition, % at 12.5 µM; UDP-N-acetylbacillosamine N-acetyltransferase PglD (Campylobacter jejuni); 360,000 tested, 0.098% active; purified PglD enzyme, DTNB colorimetric CoA detection; in the data active means inhibition above about 16%, passing the limit was not always enough; inconclusive means no clear call, values can overlap the other calls; further: strong numbers were not always called active
C2C12 statin: suppressors of statin myotoxicity in C2C12 myotubes, primary screen, cell-based, single point, plate reader | C2C12 myotubes + simvastatin, ATP luminescence, 48 h; scaled: DMSO 0, geranylgeraniol control 100 | rescue of ATP level, % at 7.49 µM | 330,000 tested, 0.78% active;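 active means mean ATP rescue above about 67%, or every replicate alone reaching that limit, limit read from the data, passing the limit was not always enough; inconclusive means no clear call, values can overlap the other calls; inactive means mean under the limit and some replicate under it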;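 further: myotubes were challenged with 10 µM simvastatin during compound exposure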
ERp5 inh: inhibitors of ERp5-driven insulin aggregation, primary screen, biochemical, turbidity, absorbance 650 nm, single point; inhibition, % at 9.99 µM; 90 min; Protein disulfide-isomerase A6 (Homo sapiens), Q15084; 350,000 tested, 0.05% active;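 active means mean replicate inhibition above about 25%, with every replicate also reaching it, limit read from the data, passing the limit was not always enough; inconclusive means only one of those two criteria met; inactive means neither criterion met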
Target sequence (Q15084 whole entry, looked up): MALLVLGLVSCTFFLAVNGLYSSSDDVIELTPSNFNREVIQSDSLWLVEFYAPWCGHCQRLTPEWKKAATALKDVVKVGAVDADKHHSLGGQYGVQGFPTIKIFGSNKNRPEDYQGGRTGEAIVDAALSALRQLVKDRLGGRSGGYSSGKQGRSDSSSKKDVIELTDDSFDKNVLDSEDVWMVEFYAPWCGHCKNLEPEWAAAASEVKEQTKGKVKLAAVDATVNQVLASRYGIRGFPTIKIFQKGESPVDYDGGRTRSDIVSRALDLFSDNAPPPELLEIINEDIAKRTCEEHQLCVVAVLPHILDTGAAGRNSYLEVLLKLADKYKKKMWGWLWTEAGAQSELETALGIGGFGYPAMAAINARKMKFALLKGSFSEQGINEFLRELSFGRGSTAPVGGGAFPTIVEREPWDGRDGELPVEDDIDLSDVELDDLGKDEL
SIRT5 inh: SIRT5 desuccinylase inhibitors, primary screen, biochemical, fluorescence imaging, single point, set 5; Purified SirT5, succinyl-peptide AMC, trypsin-coupled fluorescence; AID 652115, 2013; 330,000 tested, 1.1% active; inhibition, % at 15 µM; NAD-dependent protein deacylase sirtuin-5, mitochondrial (Homo sapiens), Q9NXA8; in the data active means inhibition above about 15%; inconclusive means no clear call, values can overlap the other calls
Target sequence (Q9NXA8 whole entry, looked up): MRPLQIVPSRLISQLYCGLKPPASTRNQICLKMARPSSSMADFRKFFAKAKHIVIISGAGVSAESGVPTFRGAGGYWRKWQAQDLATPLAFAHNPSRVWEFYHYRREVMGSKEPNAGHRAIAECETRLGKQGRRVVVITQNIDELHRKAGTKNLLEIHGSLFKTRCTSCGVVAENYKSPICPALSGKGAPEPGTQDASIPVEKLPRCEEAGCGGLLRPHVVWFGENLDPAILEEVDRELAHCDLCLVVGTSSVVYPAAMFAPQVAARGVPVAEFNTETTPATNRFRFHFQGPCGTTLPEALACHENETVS
E-sel inducer: E-selectin induction in HUVECs, primary screen, imaging, HUVEC, immunofluorescence imaging, single point; P16581; normalized: neutral wells 0, TNF-alpha wells 100; activation, % at 7.58 µM; 260,000 tested, 0.37% active; AID 686992, 2013;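 active means mean E-selectin-positive cell signal at least 10% of the positive control, reached in at least 60% of replicates, without over 20% cell loss; inconclusive means no rule given, readout overlaps actives, possibly toxicity-flagged; inactive means the rest, including those meeting only one limit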;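 further: in these data hits start at about 27%; measured in HUVEC primary endothelial cells; signal is the percent of cells scored E-selectin positive by PE staining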
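System: HUVEC / Compound: single concentration / Signal: immunofluorescence imaging / Read-out: percent E-selectin-positive cells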
The depositor's hits bear a star; u = inconclusive; x = no result given. Not all compounds are listed, so the mix of outcomes need not match the whole.

SMILES	S100A4 inh HTS	DENV2 CPE rescue	PglD DTNB	C2C12 statin	ERp5 inh	SIRT5 inh	E-sel inducer
O=C(C[C@H]1CC[C@@H]2[C@H](COC[C@@H](O)CN2Cc2ccc(Oc3ccccc3)cc2)O1)N1CCN(c2ccccc2)CC1	2	3	-2	34	-4	13	0.1
CCC(=O)N(C)C[C@H]1Oc2cc(-c3ccccc3)ccc2S(=O)(=O)N([C@@H](C)CO)C[C@@H]1C	5	10	2	-8	1	3	0.1
CCN1CCN(c2ccc(S(=O)(=O)N3CCOCC3)cc2NC(=O)/C=C/c2ccc(OC)c(OC)c2)CC1	-4	-2	-3	4	2	4	x
CC(C#N)(NC(=O)COC(=O)c1ccccc1NCCO)C1CC1 (configuration not stated)	-3	18	x	15	-1	-10	-0.7
Cc1ccc(Cl)c(NC(=S)N(CCCN2CCOCC2)Cc2ccco2)c1	-4	4	2	1	-8	-3	x
COc1ccc(S(=O)(=O)Nc2ccc3c(c2)CC(=O)N([C@@H](C)CO)C[C@H](C)[C@@H](CN(C)C(=O)Nc2cccc4ccccc24)O3)cc1	4	-2	3	25	1	-4	-7.6
O=C(CCNC(=O)c1ccccc1Cl)Nc1ccc(Br)c(C(F)(F)F)c1	2	-2	2	x	-2	1	-0.1
COC(=O)c1nc(-c2ccccc2)nc(-c2ccccc2)c1C(=O)OC	-4	u	7	x	1	-1	6.0
CCOc1ccc(S(=O)(=O)NCCC(=O)NC2CCN(Cc3ccccc3)CC2)cc1	-1	-2	-1	6	-1	-1	-0.2
C[C@H](CO)N1C[C@H](C)[C@H](CN(C)Cc2ccc(O)cc2)OCc2ccccc2-c2c(n(C)c3ccccc23)C1=O	10	-1	x	x	3	12	-0.1
CS(=O)(=O)c1ccccc1-c1nnc(NC(=O)c2ccco2)o1	-1	-10	-5	0	6	3	x
COc1ccc(OC)c(S(=O)(=O)N2CCN(CC(O)COc3ccc(C#N)cc3)CC2)c1 (configuration not stated)	-2	20	-119	6	-4	-1	0.0
NNC(=O)c1ccccc1-n1cccc1	-6	9	-4	1	0	22*	x
N#Cc1ccc(OCC(O)CS(=O)(=O)c2ccc(F)cc2)cc1 (configuration not stated)	6	-3	-4	3	1	-2	-1.2
CC(C)c1ccc2c(c1)c(SC(C)(C)C)c(CC(C)(C)C(=O)O)n2Cc1ccc(Cl)cc1	1	u	-3	-7	-5	-2	0.5
COC(=O)[C@]12C[C@H](CC(=O)NCCCCc3ccccc3)C(=O)N(Cc3ccccc3)C1=C[C@H](C(C)C)O[C@@H]2C1CC1	5	-12	x	x	5	x	-0.2
C[C@@H]1CCCCO[C@H](CN(C)C(=O)C2CCCCC2)[C@@H](C)CN([C@H](C)CO)C(=O)c2cc(NS(=O)(=O)c3ccc(F)cc3)ccc2O1	17	x	0	x	1	8	0.0
FC(F)(F)c1nc(NCC2CCCO2)c2nnn(Cc3ccccc3Cl)c2n1 (configuration not stated)	1	x	x	x	-2	-4	x
C[C@@H]1CN([C@@H](C)CO)C(=O)c2cc(C#Cc3ccccn3)cnc2O[C@@H]1CN(C)C(=O)CCN1CCCCC1	-10	-4	2	12	5	0	-0.2
Cc1ccc(-n2ncc3c(SCc4cccnc4)ncnc32)c(C)c1	5	12	x	x	2	3	-3.1
CCN(CC)CC(=O)N1CCCC(C(=O)c2ccccc2OC)C1 (configuration not stated)	-1	x	3	6	-7	-1	0.2
O=C(O)c1ccccc1/C=N/NC(=S)NC1CCCCC1	-2	-6	10	x	-5	0	0.1
C/C=C/c1ccc([C@@H]2[C@@H](CO)N(C(=O)C3CC3)[C@H]2CN(C)C(=O)CC)cc1	13	1	4	-6	2	4	0.4
CC=Cc1ccc2n(c1=O)C[C@H]1[C@H](CO)[C@@H](C(=O)NCc3ccccn3)N(CC3CC3)[C@@H]21 (mixture of isomers)	10	-10	1	-7	-8	-2	-0.2
C[C@H](CO)N1C[C@H](C)[C@H](CN(C)C(=O)CCCN(C)C)OCc2cnnn2CCCC1=O	3	-1	1	9	-5	1	-0.3
CC(=O)Nc1cccc(NC(=O)CSc2nc(=O)n(CCCN3CCOCC3)c3c2CCC3)c1	4	-3	-4	-6	4	1	2.9
Cc1ccc(C)c(N2N=C(C(=O)Nc3ccccc3N3CCOCC3)CCC2=O)c1	-2	-7	-6	-1	2	-2	-1.6
COc1ccc(C(=O)Nc2ccc3c(c2)OCCO3)cc1[N+](=O)[O-]	-1	-2	x	x	9	-2	46*
CC(C)NC(=O)Nc1ccc2c(c1)CC(=O)N([C@H](C)CO)C[C@H](C)[C@H](CN(C)Cc1ccc(Cl)c(Cl)c1)O2	4	-2	-1	13	-2	7	59*
COc1cccc(C2CC(=O)N3CN(c4ccccc4F)CSC3=C2C#N)c1 (configuration not stated)	1	-11	4	3	-3	14	-0.1
Cc1ccc(NC(=O)COC(=O)Cn2c(C)csc2=O)cc1S(=O)(=O)N1CCOCC1	-2	2	1	-11	1	-5	-0.7
Cn1cc(CCOCc2ccccc2)c2ccccc21	-3	9	x	x	2	x	-0.4
Nc1nonc1C(=O)N/N=C\c1cc2c(cc1Cl)OCO2	0	-7	2	-6	0	-2	1.0
C[C@H]1CN([C@@H](C)CO)C(=O)c2cccc(NC(=O)C3CCOCC3)c2O[C@H]1CN(C)Cc1ccncc1	1	1	2	-10	6	-2	3.9
COc1ccc(CN(C)C[C@H]2Oc3c(NC(=O)Nc4ccc(F)cc4)cccc3C(=O)N([C@@H](C)CO)C[C@@H]2C)cc1	-2	2	-13	-13	-10	30*	-11
O=C(OCc1ccccc1)N1CCC2CC1c1cc(-c3cc4ccccc4o3)ccc12 (configuration not stated)	-5	-3	0	-17	6	-6	0.1
Cc1ccc(SC[C@H](Cc2ccccc2)N2CCN(CCc3ccccc3)CCC2=O)cc1	-3	8	2	-3	13	-2	0.0
CSCCC(NC(=O)c1ccc([N+](=O)[O-])cc1Cl)C(=O)OCC(=O)N(C)C (configuration not stated)	0	3	x	x	3	-1	x
CN(C)CCOC(=O)NC12CC3CC(CC(C3)C1)C2	-3	u	x	x	1	-5	0.0
O=S(=O)(Nc1nc2ccccc2nc1N1CCN(CCO)CC1)c1cc(F)ccc1F	1	1	-1	-2	7	1	x
Fc1ccc(-c2nc3c(-c4ccccc4)cnn3cc2CCN2CCOCC2)cc1	1	-5	x	x	0	1	7.0
COc1ccc(CCNC(=O)Cn2c(=O)n(CC3CCCO3)c(=O)c3ccccc32)cc1OC (configuration not stated)	2	-1	x	4	6	1	-3.4
COc1ccc(-c2c[n+]3c(n2-c2ccccc2)CCCCC3)cc1	-5	0	0	x	2	-1	-7.8
COc1cc(NC(=S)N2c3ccccc3CC2C)cc(OC)c1 (configuration not stated)	-9	6	4	x	3	1	x
CC(Oc1ccccc1)c1nnc(N)s1 (configuration not stated)	-5	2	-9	3	0	-5	0.9
C[C@H]1CN([C@@H](C)CO)C(=O)c2cc(C#CC3CC3)cnc2O[C@H]1CN(C)Cc1ccccn1	2	-7	3	19	-4	-1	-0.3
COc1ccc(-c2ccc(C3[C@H]4CNC[C@@H]3N4C(=O)NC3CCCC3)cc2)cc1 (some centres not stated)	x	-1	x	x	1	-5	0.0
O=C(Cc1ccccn1)NCC[C@@H]1CC[C@H](NS(=O)(=O)c2ccc(F)cc2)[C@@H](CO)O1	-3	2	3	1	-2	-1	0.0
N#Cc1c(N)c(C(=O)c2ccccc2)n2ccccc12	-10	4	x	x	-1	-5	16
CCOc1ccc(CCNC(=O)Cc2ccc(S(=O)(=O)N3CCOCC3)s2)cc1OCC	-1	-8	4	-21	0	-5	x

4 compounds out of the list, sorted by heavy-atom count, falling.
SMILES	S100A4 inh HTS	DENV2 CPE rescue	PglD DTNB	C2C12 statin	ERp5 inh	SIRT5 inh	E-sel inducer
C[C@H]1CN([C@@H](C)CO)C(=O)c2cc(C#CC3CC3)cnc2O[C@H]1CN(C)Cc1ccccn1	2	-7	3	19	-4	-1	-0.3
O=C(Cc1ccccn1)NCC[C@@H]1CC[C@H](NS(=O)(=O)c2ccc(F)cc2)[C@@H](CO)O1	-3	2	3	1	-2	-1	0.0
Fc1ccc(-c2nc3c(-c4ccccc4)cnn3cc2CCN2CCOCC2)cc1	1	-5	x	x	0	1	7.0
COc1cc(NC(=S)N2c3ccccc3CC2C)cc(OC)c1 (configuration not stated)	-9	6	4	x	3	1	x

(listing goes on)
SMILES	S100A4 inh HTS	DENV2 CPE rescue	PglD DTNB	C2C12 statin	ERp5 inh	SIRT5 inh	E-sel inducer
COC(=O)N/N=C/c1ccc(-c2ccc(C)c(Cl)c2)o1	-6	u	0	x	2	-2	-0.3
Cc1ccccc1NC(=O)N1CCc2ccccc2C1	2	-2	-2	x	4	-3	0.2
COc1ccccc1C(=O)NC(CCSC)C(=O)OCC(=O)N1CCCC1=O (configuration not stated)	-2	5	-9	-3	1	0	0.0
O=C(O)Cc1ccc(OCc2ccc(Cl)nc2)cc1	5	-6	x	4	-4	1	0.6
CC(=O)N(C)C[C@@H]1Oc2cc(-c3cccc(C#N)c3)ccc2S(=O)(=O)N([C@H](C)CO)C[C@@H]1C	-1	2	1	-7	-1	9	-0.2
CN1[C@@H]2c3ccc(-c4ccc(F)cc4)c(=O)n3C[C@@H]2[C@@H](CO)[C@@H]1C(=O)Nc1ccccc1	2	10	-1	-4	-1	3	-0.5
C=CCNC(=S)Nc1ccc(OC)c(S(=O)(=O)N2CCOCC2)c1	-5	-1	-8	2	6	-1	0.2
O=S(=O)(N[C@H](CO)Cc1ccccc1)c1ccc(Br)cc1F	-5	8	-1	-4	0	-4	-0.1
CN(c1ccc(NC(=O)Cc2cn(C)c3ccccc23)cc1)c1ccccn1	-4	u	x	x	0	x	1.1
Cc1cc(C=O)c(C)n1-c1cc(C(=O)O)cc(C(=O)O)c1	-2	15	x	x	-2	20*	x
N#Cc1ccc(Cl)cc1NC(=O)CNc1cccc(S(=O)(=O)N2CCCC2)c1	14	u	-1	6	-1	-10	0.5
Cc1ccc(C(=O)OCC(=O)NCc2ccc(Cl)cc2Cl)o1	-2	-3	-4	1	3	-2	-1.3
CC(C)(O)C#Cc1ccc([C@H]2[C@@H](CO)N3CCCCN(C(=O)c4ccncc4)C[C@@H]23)cc1	-7	-3	0	21	-2	1	0.1
CC(C)NC(=NCc1ccc(Cl)cc1Cl)Nc1ccccc1	-4	10	4	-10	5	-2	x
CCOc1ccccc1/C=N/NC(=O)c1nnn(-c2nonc2N)c1CN1CCCC1	3	3	0	1	x	2	0.2
Cc1ccc2oc(=O)c(/C=C(\O)c3ccco3)nc2c1	5	-5	-6	x	0	1	x
CCCCCCN1C[C@H](n2cc(COC(=O)c3ccccc3)nn2)[C@@H](O)C[C@@H]1c1ccc(OC)cc1	-5	u	6	2	2	0	0.1
COc1ccc(NC(=O)Nc2ccc3c(c2)C(=O)N([C@H](C)CO)C[C@H](C)[C@H](CN(C)S(=O)(=O)c2ccc(Cl)cc2)OCCCC[C@H](C)O3)cc1	-7	15	2	x	-2	-3	x
O/N=C/c1cn(-c2ccc(Cl)cc2)nn1	2	8	x	x	-5	-9	x
Cc1c(N(C)CS(=O)(=O)O)c(=O)n(-c2ccccc2)n1C	-2	-3	-1	5	-5	-4	-0.1
O=C(CN1CCC(NC(=O)c2ccc(F)cc2)CC1)NCc1ccccc1F	x	x	-4	-15	x	x	0.0
